CHT allo act: allosterically activates the human high affinity choline transporter | Q9GZV3 | CHT-expressing cells, membrane potential dye, choline EC20; active compounds read high; LV-AA mutant CHT in HEK293 cells | B-score at 10 µM | actives 0.49% (n = 310,000);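 active means initial fluorescence not abnormally high and integrated response B-score, plate-corrected, over 3 SD above library mean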
Target sequence (Q9GZV3 whole entry, looked up): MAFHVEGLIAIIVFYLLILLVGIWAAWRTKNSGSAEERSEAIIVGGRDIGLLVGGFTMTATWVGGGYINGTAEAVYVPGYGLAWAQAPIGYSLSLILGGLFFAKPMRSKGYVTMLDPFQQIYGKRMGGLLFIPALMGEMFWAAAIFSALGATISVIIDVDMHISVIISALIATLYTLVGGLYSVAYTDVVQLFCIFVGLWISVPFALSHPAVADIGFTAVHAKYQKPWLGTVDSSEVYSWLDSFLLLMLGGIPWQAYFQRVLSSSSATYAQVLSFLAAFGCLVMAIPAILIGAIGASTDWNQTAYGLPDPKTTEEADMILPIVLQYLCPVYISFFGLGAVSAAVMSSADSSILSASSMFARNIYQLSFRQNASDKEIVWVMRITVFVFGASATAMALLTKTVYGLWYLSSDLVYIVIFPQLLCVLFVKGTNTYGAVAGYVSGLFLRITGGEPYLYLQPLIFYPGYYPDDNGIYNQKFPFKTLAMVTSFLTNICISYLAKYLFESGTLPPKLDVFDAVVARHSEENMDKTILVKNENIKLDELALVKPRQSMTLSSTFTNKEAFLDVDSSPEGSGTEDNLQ
OX1R antag-1: human HCRTR1 antagonism; AID 434989; inhibition, % at 5 µM; CHO/OX1R cells, Fluo-8 calcium fluorescence, orexin A; O43613; actives 0.43% (n = 330,000);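 active means inhibition above its plate's threshold, mean inhibition of all tested compounds on the plate plus 3 SD, cut at about 37% in these data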;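 further: 0% = orexin A challenge wells and 100% = SB-334867-A antagonist wells; not every result past the cut was called active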
Target sequence (O43613 whole entry, looked up): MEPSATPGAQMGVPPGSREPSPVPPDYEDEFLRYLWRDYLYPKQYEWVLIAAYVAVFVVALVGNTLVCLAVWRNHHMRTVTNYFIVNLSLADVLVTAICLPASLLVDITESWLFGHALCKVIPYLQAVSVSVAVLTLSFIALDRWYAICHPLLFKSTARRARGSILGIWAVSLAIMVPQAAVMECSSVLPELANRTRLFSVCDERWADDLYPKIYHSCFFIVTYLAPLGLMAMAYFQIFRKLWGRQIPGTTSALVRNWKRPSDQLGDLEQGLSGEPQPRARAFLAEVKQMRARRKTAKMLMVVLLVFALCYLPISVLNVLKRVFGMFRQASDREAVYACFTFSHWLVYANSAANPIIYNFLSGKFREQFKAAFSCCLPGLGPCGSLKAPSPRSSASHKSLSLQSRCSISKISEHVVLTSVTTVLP
OX1R antag-2: OX1R (human) antagonism | O43613 | actives 1.8% (n = 330,000) | AID 485270 | OX1R-expressing cells, FRET antagonist read-out | inhibition, % at 6.6 µM; in the data active means inhibition mostly above about 38%, no sharp cut-off; inactive means mostly below about 40%;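 further: 0% = agonist challenge alone and 100% = reference antagonist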
* hit, by the source's call; i = inactive; / = not tested or not shown.

1. C=CCn1c(Cc2ccc(OC)cc2)nnc1SCC(=O)c1cccc([N+](=O)[O-])c1
2. CCn1c(-c2ccccc2)c(C(=O)O)c2ccccc21
3. CSc1ccc(-c2nnn(Cc3ccccn3)n2)cc1
4. CCCn1c2ccccc2c2nnc(SCC(=O)OCC)nc21
5. Cc1ccc2c(c1)cc(CN(Cc1ccc3c(c1)OCO3)C(=O)c1ccccc1)c1nnnn12

Screen / compound no.	1	2	3	4	5
CHT allo act	i	i	i	i	i
OX1R antag-1	-9.7	-16.4	5.5	-26.8	-27.4
OX1R antag-2	18.1	27.5	17.2	39.2	9.5

6. CC1CCN(S(=O)(=O)c2csc(C(=O)Nc3ccccc3)c2)CC1
7. CC(C)(C)c1cc(C(=O)NC2CC2)n(Cc2ccc(F)cc2)n1
8. CCn1ncc(Cl)c1C(=O)Nc1cc(Cl)ccc1Cl
9. Cc1nc2ncnn2c(N2CCN(S(=O)(=O)c3ccc(Br)cc3)CC2)c1C
10. CC(C)Cc1nc2oc3c(Cl)ncnc3c2c2c1CCCC2

Screen / compound no.	6	7	8	9	10
CHT allo act	i	i	i	i	i
OX1R antag-1	-42.2	-19.6	-18.3	-3.2	-20.1
OX1R antag-2	5.8	7.5	16.2	15.9	11.7

11. COC(=O)C(C)N(c1ccc(OC)cc1)S(C)(=O)=O (centres undefined)
12. O=C(C[C@@H]1C/C=C\C[C@H](NC(=O)OCC2c3ccccc3-c3ccccc32)C(=O)OC[C@@H]2CCCN2C1=O)N[C@H](CO)Cc1ccccc1
13. CCOC(=O)c1ccc(NC(=O)NCc2ccncc2)cc1
14. COc1cc(/C=N/NC(=O)c2cccnc2)ccc1OC(=O)c1cc(OC)c(OC)c(OC)c1
15. COc1ccc(OC)c(S(=O)(=O)N(C)CC(=O)Nc2cc(Cl)ccc2OC)c1

Screen / compound no.	11	12	13	14	15
CHT allo act	i	/	i	i	i
OX1R antag-1	-5.0	-7.1	-13.8	-15.7	-16.4
OX1R antag-2	3.2	2.0	8.1	9.0	36.6

16. CSc1ccc(C(=O)NCC(c2ccco2)N(C)C)cc1[N+](=O)[O-] (centres undefined)
17. C=CCNC(=O)c1oc2ccc(S(=O)(=O)N3CCC4(CC3)OCCO4)cc2c1C
18. CC1CC(C)CN(C(=S)Nc2ccc(OC(F)F)cc2)C1 (centres undefined)
19. C=CCN(Cc1nc(-c2ccccc2)no1)C(=O)c1ccc2c(c1)OCO2
20. O=C(Nc1cccc([N+](=O)[O-])c1)c1ccc(CSc2ccccc2)cc1

Screen / compound no.	16	17	18	19	20
CHT allo act	i	i	i	i	i
OX1R antag-1	-22.9	-19.2	-6.5	-9.5	-10.3
OX1R antag-2	46.6*	7.1	11.2	17.1	19.0

21. COc1ccc(NC(=O)CSc2ccc(-c3cccs3)nn2)c(OC)c1
22. Cc1cccc(NC(=O)Cn2cc(C(=O)c3ccco3)c3ccccc32)c1
23. C/C(=N/NC(=O)c1ccncc1)C1=C(O)CC(C)(C)CC1=O
24. O=C1OCC(CO)(CO)N=C1NNc1ccc(Cl)c(Cl)c1
25. CCCCn1nnc(NC(=O)c2sc3cc(Cl)ccc3c2Cl)n1

Screen / compound no.	21	22	23	24	25
CHT allo act	i	i	i	i	i
OX1R antag-1	-20.8	-8.9	-3.2	-17.7	-6.3
OX1R antag-2	35.7	31.9	7.8	0.2	31.1

26. COc1ccc(Cl)cc1NC(=O)CN(C)C(=O)CN1C(=O)NC(C)(C)C1=O
27. C/C(=N\Nc1ncc(Cl)cc1Cl)c1ccc(C#N)cc1
28. COc1cc(/C=C/C(=O)N2CCCN(C(=O)/C=C/c3cc(OC)c(OC)c(OC)c3)CC2)cc(OC)c1OC
29. Cc1cc(N2CCN(C)CC2)n2cc(-c3ccc(F)cc3)nc2n1
30. Cc1ccc(OCC(=O)N/N=C\c2ccc(O)cc2)c([N+](=O)[O-])c1

Screen / compound no.	26	27	28	29	30
CHT allo act	/	i	i	6.86*	i
OX1R antag-1	-15.3	-12.7	-17.1	-3.8	-20.0
OX1R antag-2	0.6	25.9	15.8	11.5	14.9

Retrieved by structure from the entries so far (four):
28. COc1cc(/C=C/C(=O)N2CCCN(C(=O)/C=C/c3cc(OC)c(OC)c(OC)c3)CC2)cc(OC)c1OC
27. C/C(=N\Nc1ncc(Cl)cc1Cl)c1ccc(C#N)cc1
29. Cc1cc(N2CCN(C)CC2)n2cc(-c3ccc(F)cc3)nc2n1
30. Cc1ccc(OCC(=O)N/N=C\c2ccc(O)cc2)c([N+](=O)[O-])c1

Screen / compound no.	28	27	29	30
CHT allo act	i	i	6.86*	i
OX1R antag-1	-17.1	-12.7	-3.8	-20.0
OX1R antag-2	15.8	25.9	11.5	14.9

Remaining list, next part.
31. Cc1c(C)c2ccc(OCC(=O)NCCCN3CCCC3=O)cc2oc1=O
32. O=C(c1cc2c([nH]c1=O)CCCC2)N1CCc2c([nH]c3ccccc23)C1c1ccccc1F (centres undefined)
33. CCC(C)C(=O)Nc1ccc(S(=O)(=O)N2CCCC2)cc1 (centres undefined)
34. Cc1cc(C)cc(NC(=O)CN2C(=O)COc3ccc(S(=O)(=O)N4CCCC4)cc32)c1
35. CCOc1ccc(NC(=O)CSc2nnc(C)n2CC)cc1

Screen / compound no.	31	32	33	34	35
CHT allo act	i	i	i	i	i
OX1R antag-1	-13.4	-37.7	1.5	-31.4	-13.8
OX1R antag-2	22.1	-6.8	1.8	11.4	-6.7

36. COc1ccc(OC)c(NC(=O)CN2C(=O)C(=O)N(Cc3ccccc3)C2=O)c1
37. OC1(c2cccs2)CN(c2ccc(Cl)cc2)C2=[N+]1CCCC2 (centres undefined)
38. CC(C)c1ccc(/C=N/N2CCN(c3ccccn3)CC2)cc1
39. COCCNC(=O)C(c1cccnc1)N(Cc1ccc(C)cc1)C(=O)Cn1nnc2ccccc21 (centres undefined)
40. CCc1cccc(C)c1NC(=O)CCN1C(=O)NC(C)(C)C1=O

Screen / compound no.	36	37	38	39	40
CHT allo act	/	i	i	i	/
OX1R antag-1	-17.4	-6.7	-26.0	-31.9	-2.4
OX1R antag-2	9.0	12.8	15.4	10.6	-6.3

41. O=C(N/N=C/c1ccc(OC(F)F)cc1OC(F)F)NC1CCCCC1
42. c1ccc(Cn2ccnc2SCc2nnc(-c3ccccc3)o2)cc1
43. CCOC(=O)c1c(NC(=O)c2cccs2)sc(C(=O)N2CCOCC2)c1C
44. O=C(Nc1nc2ccccc2[nH]1)C1CCCC1
45. O=C(C(Cl)c1ccccc1)N1CCCC1 (centres undefined)

Screen / compound no.	41	42	43	44	45
CHT allo act	i	i	i	i	i
OX1R antag-1	-23.7	-0.7	-29.0	-12.9	0.7
OX1R antag-2	10.7	6.1	15.7	14.7	-2.4

46. O=C(CSc1nnnn1Cc1ccccc1)NCC(=O)c1ccccc1
47. CN(Cc1nc2ccc(F)cc2[nH]1)Cc1c(C(=O)N(C)C)nc2ccc(Cl)cn12
48. NC(=S)NNC(=O)[C@@H]1CCCC[C@@H]1C(=O)O
49. COc1cc(O)c(C(CCN2CCN(c3ccccc3)CC2)c2ccc(N(C)C)cc2)c(OC)c1 (centres undefined)
50. O=C(CSc1nc2ccccc2c2nc3ccccc3n12)NCc1ccco1

Screen / compound no.	46	47	48	49	50
CHT allo act	i	i	i	i	i
OX1R antag-1	-20.1	-33.7	-7.9	-4.3	-4.4
OX1R antag-2	24.0	8.1	1.9	6.1	80.9*

51. COc1ccc(NC(=O)c2cc(-c3cc(OC)c(OC)c(OC)c3)nc3ccccc23)c(OC)c1
52. CCCNC(=O)CCc1nnc2ccc(N3CCC(C)CC3)nn12
53. O=C([C@H](Cc1ccc(O)cc1)n1cc(CCO)nn1)N1CCNCC1
54. OC(CN1CCN(c2ccccn2)CC1)Cn1c2ccc(Cl)cc2c2cc(Cl)ccc21 (centres undefined)
55. O=C(Cc1ccccc1)NC1(O)C(=O)c2ccccc2C1=O

Screen / compound no.	51	52	53	54	55
CHT allo act	i	i	i	i	i
OX1R antag-1	-33.5	-10.6	-1.4	-5.8	-17.2
OX1R antag-2	14.5	-3.5	11.8	4.1	8.7

56. COc1cccc(/C=C2/Sc3ccc(C(=O)NCCN4CCCC4)cc3NC2=O)c1
57. O=C(NCC(c1ccco1)N1CCOCC1)c1cccc([N+](=O)[O-])c1 (centres undefined)
58. COc1ccccc1C(=O)NNC(=O)c1ccc(Br)o1
59. CCCCOCCCNC1=NCCCCC1
60. CCOC(=O)C(Cc1ccccc1)NC(=O)Cn1nnc(-c2ccccc2)n1 (centres undefined)

Screen / compound no.	56	57	58	59	60
CHT allo act	i	i	i	i	i
OX1R antag-1	-6.2	-9.3	-12.3	-5.0	29.2
OX1R antag-2	0.5	26.4	21.2	1.3	25.4

61. O=C(NCCC1=CCCCC1)C1CCCN(S(=O)(=O)c2cccc3cccnc23)C1 (centres undefined)
62. CC(C)(C)NC[C@@H](O)COc1cccc2c1CCCC2=O
63. CC1=CC(C)(C)N(C(=O)CSc2nnc(C)s2)c2ccc(C)cc21
64. COc1ccc(N=c2oc3cc(O)ccc3cc2C(=O)NCC2CCCO2)cc1 (centres undefined)
65. CCN(CC)S(=O)(=O)c1ccc(C(=O)Nc2ccc(C(F)(F)F)n(C)c2=O)cc1

Screen / compound no.	61	62	63	64	65
CHT allo act	i	i	i	i	i
OX1R antag-1	-34.2	-19.1	-25.2	-10.3	-13.5
OX1R antag-2	12.5	16.5	6.6	18.9	12.7

66. O=C(CN1CCOCC1)Nc1ncc(Br)cc1Br
67. COc1ccc(C(=O)n2nc(-c3ccc(C)cc3)nc2N)cc1OC
68. O=C(c1ccc(F)cc1)N1CCCC(c2nc(-c3cccs3)no2)C1 (centres undefined)
69. CCN(CC)CCN1C(=O)C(=O)/C(=C(/O)c2ccc(S(=O)(=O)N3CCOCC3)cc2)C1c1ccc(C(C)C)cc1 (centres undefined)
70. CCOc1ncccc1C(=O)OCC(=O)Nc1cccc(S(=O)(=O)N2CCCCCC2)c1

Screen / compound no.	66	67	68	69	70
CHT allo act	i	i	i	i	/
OX1R antag-1	-0.3	-20.0	-16.6	-14.7	31.0
OX1R antag-2	7.8	25.3	33.1	30.0	15.1

Reformatted with values under each structure: entries from further up
Sequence of screens: CHT allo act, OX1R antag-1, OX1R antag-2
68: O=C(c1ccc(F)cc1)N1CCCC(c2nc(-c3cccs3)no2)C1 (centres undefined)
  i, -16.6, 33.1
67: COc1ccc(C(=O)n2nc(-c3ccc(C)cc3)nc2N)cc1OC
  i, -20.0, 25.3
70: CCOc1ncccc1C(=O)OCC(=O)Nc1cccc(S(=O)(=O)N2CCCCCC2)c1
  /, 31.0, 15.1

Copied from the list.
#65 in OX1R antag-1 → -13.5
#39 in OX1R antag-1 → -31.9
#56 in OX1R antag-2 → 0.5

Carrying on.
71. Cc1cccc(NC(=S)N(CCCN2CCOCC2)Cc2ccccn2)c1
72. CCCC(C(=O)NCC1CCCO1)N(C(=O)CNS(=O)(=O)c1ccccc1)c1ccc(F)cc1 (centres undefined)
73. O=C1[C@H]2C(c3ccccc3)=NN(c3ccccc3)[C@H]2C(=O)N1c1ccccc1
74. O=C(CSc1nc(N2CCOCC2)nc(N2CCOCC2)n1)Nc1cccc(C(F)(F)F)c1
75. CCOC(=O)C1CCN(S(=O)(=O)c2ccc3c(c2)CC(C)N3C(=O)C2CC2)CC1 (centres undefined)

Screen / compound no.	71	72	73	74	75
CHT allo act	i	i	i	i	i
OX1R antag-1	-12.7	-23.9	-7.6	-27.0	-17.4
OX1R antag-2	6.1	19.5	11.3	14.7	21.1

76. COc1cccc(CNC(=O)CCNS(=O)(=O)c2ccc3[nH]c(=O)oc3c2)c1
77. C=CCN1C(=O)C2(NNc3ccccc3O2)c2ccccc21 (centres undefined)
78. CCC(CC)c1nnc(NC(=O)COc2ccc3c(C)cc(=O)oc3c2)s1
79. C=COCCNC(=O)C1CC(=O)N(c2ccc(C)cc2)C1 (centres undefined)
80. CCOC(=O)C(CC)n1cnc2c(nnn2-c2ccccc2)c1=O (centres undefined)

Screen / compound no.	76	77	78	79	80
CHT allo act	i	i	i	i	i
OX1R antag-1	-2.5	30.0	-4.6	6.0	-43.6
OX1R antag-2	6.0	7.2	-4.3	4.6	6.5

81. O=C(C1COc2ccccc2O1)N1CCN(c2ccc([N+](=O)[O-])cc2)CC1 (centres undefined)
82. COc1cccc(C2c3c(-c4ccccc4O)n[nH]c3C(=O)N2Cc2ccco2)c1 (centres undefined)
83. CSCCC(NS(=O)(=O)c1ccc(C)cc1C)C(=O)Nc1cccnc1 (centres undefined)
84. C=CCNC(=O)C1CCN(S(=O)(=O)c2ccc3ccccc3c2)CC1
85. Cc1cc(C)c2c(c1)-c1c(ssc1=S)C(C)(C)N2C(=O)CSc1nncn1C
86. O=C(CSc1ccc(Cl)cc1)Nc1ccc(NC(=O)c2ccco2)cc1
87. CN(C)c1ccc(N2C(=O)CC(c3ccccc3)CC2=O)cc1
88. O=C(NC(=S)Nc1ccccc1Br)C1CCCC1

Screen / compound no.	81	82	83	84	85	86	87	88
CHT allo act	/	i	/	i	i	i	i	i
OX1R antag-1	19.2	-36.6	-1.9	-4.0	-21.3	-9.3	-21.3	-15.5
OX1R antag-2	13.8	6.0	11.6	3.5	30.6	4.5	6.5	42.8
